# aSyn rescue: alpha-synuclein toxicity inhibition in yeast. Potency, µM (series often up to 46.1 µM), inactives show at the top dose growth rescue (activation), most hits filed as activators. Yeast expressing alpha-synuclein, growth rescue, BacTiter-Glo, 24 h. AID 652106. 0.14% of 370,000 active; note: potency is the fitted concentration of half-maximal effect; % of control where 0% means no effect; nearly all actives have a fitted effect of over 65% in size
#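 Galactose-induced alpha-syn yeast (OD600=0.02, raffinose-pregrown) + pinned cpd, 24 hr, 30 deg C; growth by BacTiter-Glo luminescence. Growth restoration scores as activation.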
# GLP1R inv ag: inverse agonists of human GLP-1 receptor; P43220; HEK293 GLP-1R CRE-luciferase, luminescence, 24 h; GLP-1R form is constitutively active; Potency, µM (highest dose often 38.3 µM), for the others: top-dose activity change, negative = inhibition, actives largely listed as inhibitors; 1.6% of 410,000 active; AID 624417; note: potency is the fitted concentration of half-maximal effect; % is set by controls: 0 for no effect and ±100 for the full control effect; nearly all actives have a fitted effect of over 55% in size
#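 Inverse agonism was detected as reduced cAMP-driven luciferase luminescence after 24 h compound treatment. The cells were HEK293 clones expressing constitutively active human GLP-1R with the reporter. Reporter-only and GPR119 cell lines served as counterscreen controls.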
# TDP-43 yeast inh: inhibitors of TDP-43 toxicity in yeast. 1.8% of 410,000 active. TDP-43 expressing yeast growth rescue, BacTiter-Glo, 24 h. AID 652104. Potency, µM (doses to about 46.1 µM), for inactives: top-dose growth rescue (activation), hits mostly activators; note: potency is the fitted concentration of half-maximal effect; % of control where 0% means no effect; nearly all actives have a fitted effect of over 50% in size
#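 Growth rescue of TDP-43-toxic yeast measured as ATP luminescence (BacTiter-Glo). Cells grown to mid-log in raffinose, induced in galactose at OD600=0.02, exposed to compound 24 hr at 30 deg C.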
# GLP1R ag: agonists of human GLP-1 receptor; P43220; HEK293 GLP-1R CRE-luciferase, luminescence, 4-6 h; cells express a hypersensitive GLP-1R form; Potency, µM (top dose mostly 45.6 µM), without a hit: at the top dose activation, hits mostly activators; 0.007% of 380,000 active; note: potency is the fitted concentration of half-maximal effect; % of control where 0% means no effect
# PTHR1 ag: PTHR1 (human) receptor agonism | Q03431 | HEK293 GP2 PTHR1 cells, GloSensor cAMP luminescence, 1 h | Potency, µM (titrated, usually from 115 µM), for inactives: at the highest dose activation, actives largely listed as activators | 0.075% of 410,000 active | AID 743266; note: potency is the fitted concentration of half-maximal effect; nearly all actives have a fitted effect of over 55% in size; some results filed as inactive show a strong effect at the top dose; inactives centre near -15; many of its hits are not listed in these tables
# Target sequence (Q03431 whole entry, looked up): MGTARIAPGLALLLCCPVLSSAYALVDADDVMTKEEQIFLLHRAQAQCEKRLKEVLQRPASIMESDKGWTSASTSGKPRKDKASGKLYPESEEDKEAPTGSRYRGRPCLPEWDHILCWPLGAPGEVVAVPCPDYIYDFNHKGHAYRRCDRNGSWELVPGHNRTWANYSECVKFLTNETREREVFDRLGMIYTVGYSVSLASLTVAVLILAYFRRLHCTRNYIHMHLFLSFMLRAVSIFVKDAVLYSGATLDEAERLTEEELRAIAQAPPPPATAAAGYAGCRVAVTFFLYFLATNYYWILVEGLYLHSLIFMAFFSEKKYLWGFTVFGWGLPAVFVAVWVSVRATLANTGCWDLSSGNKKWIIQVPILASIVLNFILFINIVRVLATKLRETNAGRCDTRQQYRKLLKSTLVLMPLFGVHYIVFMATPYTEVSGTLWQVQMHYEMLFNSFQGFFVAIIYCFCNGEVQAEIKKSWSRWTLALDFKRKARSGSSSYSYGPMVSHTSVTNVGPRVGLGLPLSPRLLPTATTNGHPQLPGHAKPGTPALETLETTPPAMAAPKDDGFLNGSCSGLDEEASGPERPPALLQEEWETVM
#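 HEK-293-derived GP2 cells expressing PTHR1 and a GloSensor cAMP reporter, 3,000/well, plated overnight, given luciferin plus IBMX (each 0.5 mM as added) for 1 h at 37 °C, then compound for 1 h at 37 °C. Luminescence was read after 15 min at room temperature.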
# Abeta rescue: restores growth of yeast expressing A-beta42 peptide; yeast expressing A-beta42, growth rescue, OD600, 48 h; response scale: 0% DMSO, 100% iron-clioquinol control; Potency, µM (doses to about 46.1 µM), inactives show at the top dose growth rescue, hits mostly activators; 0.063% of 410,000 active; AID 1347071; note: potency is the fitted concentration of half-maximal effect; nearly all actives have a fitted effect of over 55% in size
#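 Yeast A-beta toxicity model in growth medium with pinned compounds, 48 h at 30 C; growth read as absorbance at 600 nm. Normalized to FeCl3/clioquinol equimolar mix (positive) and DMSO (negative).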
# D3 antag: antagonists of human D3 dopamine receptor. AID 652054. D3R cells, DiscoveRx beta-arrestin luminescence, antagonist mode; active compounds read low. 2.5% of 360,000 active. max response, negative = inhibition, %; in the data active = max response below about -50%; inconclusive = no clear call, values can overlap the other calls; note: % is set by controls: 0 for no effect and ±100 for the full control effect; mostly tested at two doses, the higher about 12 µM
# Target sequence (P35462 whole entry, looked up): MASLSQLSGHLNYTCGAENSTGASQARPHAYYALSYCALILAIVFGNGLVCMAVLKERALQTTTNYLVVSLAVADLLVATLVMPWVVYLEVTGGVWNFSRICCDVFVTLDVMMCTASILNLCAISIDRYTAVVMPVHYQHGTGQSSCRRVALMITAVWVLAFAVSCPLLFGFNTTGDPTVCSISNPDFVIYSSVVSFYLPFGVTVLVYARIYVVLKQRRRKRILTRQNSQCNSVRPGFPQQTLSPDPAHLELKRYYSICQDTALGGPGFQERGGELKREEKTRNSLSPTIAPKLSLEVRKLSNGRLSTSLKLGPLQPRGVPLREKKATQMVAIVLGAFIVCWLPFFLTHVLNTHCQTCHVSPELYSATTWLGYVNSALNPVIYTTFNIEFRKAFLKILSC
#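 Cells plated overnight at 1500 cells/well, then exposed to library compounds with dopamine controls for 90 minutes at 37 degrees C. DiscoveRx reagent added for 30–60 minutes at room temperature; luminescence read, quantitative HTS format.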
# pAkt inh: Akt phosphorylation inhibition; activity change, % for hits at 50 µM; Neuro2A IGF-stimulated pAkt S473 HTRF, 20 min; active compounds read low; AID 651550; 0.32% of 360,000 active; in the data active = activity change below about -80%; inconclusive = mostly about -51% to -80%; note: % is set by controls: 0 for no effect and ±100 for the full control effect
#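 Neuro2A cells in DMEM with 0.5% FBS, overnight at 37 deg C, given compound at single 50 µM final, then IGF (6 nM final) for 20 min at 37 deg C. Lysed; phospho-Akt Ser473 by HTRF after 24 h, 665/615 ratio.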
# FUS suppressor: suppressors of FUS proteinopathy in yeast; S. cerevisiae FUS-expressing, growth rescue, OD600, 24 h; Potency, µM (series often up to 76.6 µM), for the others: top-dose growth rescue (activation), hits mostly activators; 0.24% of 390,000 active;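 note: potency is the fitted concentration of half-maximal effect; plate controls were DMSO vehicle for no effect and reference control for full effect; nearly all actives have a fitted effect of over 55% in size; some results filed as inactive show a strong effect at the top dose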
#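 Galactose (2%) drives FUS expression in yeast precultured in raffinose; seeding density OD 0.005. Test compounds incubated 24hr at 30C and 99% humidity before absorbance at 600 nm was measured.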
# * hit, by the source's call; i = inactive; ? = inconclusive; nt = not tested or not shown; & = joins results of further samples; [ ] = another dose, or the depositor's remark. Unless noted, calls come from the whole dose curve; as a rule, active = well fitted curve in the direction sought with a large enough effect; inconclusive = small, poorly fitted or top-dose-only effect, or another doubt; inactive = no such curve, though single readings can be large; an effect the other way counts as inactive or inconclusive.
SMILES,aSyn rescue,GLP1R inv ag,TDP-43 yeast inh,GLP1R ag,PTHR1 ag,Abeta rescue,D3 antag,pAkt inh,FUS suppressor
CCOC(=O)N1CCc2c(sc3c2c(=O)n(-c2ccc(Cl)cc2)c(=O)n3Cc2cccc(OC)c2)C1,nt,0%,-12%,nt,?,-14%,nt,nt,-1%
C/C(=N/NC(=O)C1CCN(S(=O)(=O)c2ccc(C)cc2)CC1)c1cccc([N+](=O)[O-])c1,0%,-2%,-7%,8%,i,18%,15,i,nt
CCCOc1cccc(C(=O)NC(=S)Nc2cccc(NC(=O)c3ccccc3Cl)c2)c1,-2%,32%[activator],-6%,-10%,-19%,7%,?,i,0%
COC(=O)NNC(=O)C1CCC(C)CC1 (stereo unspecified),-2%,-10%&11%,17%&-20%,0%,?,-14%&-6%,-14,i,-5%&27%
CCN(CC)CCN(Cc1cc2cccc(C)c2[nH]c1=O)C(=S)Nc1ccccc1,-7%,?,1%,6%,i,9%,0,i,16%
COCc1cccc(-c2csc(C(O)c3ccccc3)n2)c1 (stereo unspecified),5%,?,?,2%,-15%,24%,22,i,-1%
CCOc1ccc(NC(=O)CSc2nc(-c3cccc(Cl)c3)nc3c2Cc2c(CO)cnc(C)c2O3)cc1,nt,6%,16%,nt,-23%,-8%,nt,nt,-3%
O=C(COC(=O)CC(c1ccccc1)c1ccccc1)NCc1ccccc1,12%,?,4%,-5%,-50%[inhibitor],6%,-7,i,36%
CN(C)c1ccc(NC(=O)CC2NCCNC2=O)cc1 (stereo unspecified),0%,2%,5%,-7%,i,23%,-5,i,12%
CSc1ccccc1OCc1cc(C(=O)NCc2cnc(C)cn2)no1,10%,1%,11µM*,29%,-24%,-1%,4,i,18%
O=C(CCSc1nnc(-c2ccncc2)o1)Nc1ccccc1,1%,1%,0%,2%,i,6%,1,i,2%
CCOC(=O)CNC(=O)c1cnc(Nc2ccccc2OC)c2ccccc12,3%,-5%,6%,18%,i,1%,-1,i,5%
O=c1[nH]c(COc2ccc(Br)cc2Cl)nc2ccccc12,-2%,-20%,13%,24%,-82%[inhibitor],14%,-22,i,5%
COc1ccc(CNS(=O)(=O)c2ccc(-n3cnnn3)c(C)c2)cc1,4%,7%,-2%,7%,i,8%,1,i,10%
CCCCNC(=O)C1c2ccccc2C(=O)N(c2ccc(OC)cc2)C1c1ccc(OC)cc1 (stereo unspecified),0%,0%,16%,0%,i,6%,-8,i,39%
NS(=O)(=O)c1ccc(NC(=O)N2c3ccccc3Sc3ccccc32)cc1,-1%,-12%,2%,2%,i,-11%,-18,i,-15%
CCCCOC(=O)Nc1ccc(C(N)=O)cc1,-1%,32%[activator],11%,5%,i,0%,8,i,-19%
Cc1cc(NC(=O)Cn2cnc3sccc3c2=O)no1,-5%,15%,-1%,8%,-16%,8%,11,i,6%
COc1cc(C(C)=O)ccc1OCC(=O)OC(C)C(=O)c1ccc(F)cc1 (stereo unspecified),9%,1%,18%,-6%,i,-2%,-4,i,19%
Cc1cc(C)cc(OCC(O)CN2C(=O)NC(C)(C)C2=O)c1 (stereo unspecified),1%,10%,12%,-6%,-13%,2%,41,i,-21%
COc1cccc(NC(=O)CSc2nc3c([nH]c4ccccc43)c(=O)n2-c2cc(C)cc(C)c2)c1,nt,-7%,0%,nt,i,-3%,nt,nt,8%
Cc1ccc(S(=O)(=O)Nc2ccccc2[N+](=O)[O-])cc1,6%,-4%,7%,nt,-67%[inhibitor],-22%,2,i,-9%
N#Cc1c(-c2ccc(Cl)cc2)c2c([nH]c1=O)-c1ccccc1OC2,3%,-1%,-6%,-1%,-7%,-4%,-20,i,7%
CCOc1ccc(S(=O)(=O)N(C)c2ccc(OCC(=O)NCc3ccc(C(=O)OC)cc3)cc2)cc1,10%,13%,12%,15%,i,7%,7,i,?
C[C@@H]1CN([C@@H](C)CO)C(=O)CCCn2nncc2CO[C@H]1CN(C)S(=O)(=O)c1ccc(-c2ccccc2)cc1,1%,21%,11%,3%,-25%,2%,20,i,41%
CCOC(=O)C1=C(C)NC2=C(C(=O)CC(C)(C)C2)C1c1ccc2c(c1)CCCN2C (stereo unspecified),7%,-7%,-1%,-8%,i,-3%,-11,i,42%
O=C(O)c1cnn(-c2nc(-c3ccc(Cl)c(Cl)c3)cs2)c1C(F)(F)F,-44%[inhibitor],179%[activator],-93%[inhibitor],25%,-20%,-78%[inhibitor],-6,i,5%
CCN(CC)c1ccc(C(=O)OCC(=O)c2ccco2)cc1,3%,9%,-11%,0%,-19%[57.5 µM],21%,5,i,15%
C=CCN(c1ccccc1OC)S(=O)(=O)c1cccc(C(=O)OCC(=O)c2c[nH]c3ccccc23)c1,-4%,5µM*,5%,-13%,-17%,1%,4,i,nt
c1ccc(-n2cnc3cc(NCc4ccco4)ccc32)cc1,-21%,?,6%[9.22 µM],27%,-8%,-17%,-7,i,16%

# Part of the list above, with tabs:
Molecule	aSyn rescue	GLP1R inv ag	TDP-43 yeast inh	GLP1R ag	PTHR1 ag	Abeta rescue	D3 antag	pAkt inh	FUS suppressor
N#Cc1c(-c2ccc(Cl)cc2)c2c([nH]c1=O)-c1ccccc1OC2	3%	-1%	-6%	-1%	-7%	-4%	-20	i	7%
CCOc1ccc(S(=O)(=O)N(C)c2ccc(OCC(=O)NCc3ccc(C(=O)OC)cc3)cc2)cc1	10%	13%	12%	15%	i	7%	7	i	?
C[C@@H]1CN([C@@H](C)CO)C(=O)CCCn2nncc2CO[C@H]1CN(C)S(=O)(=O)c1ccc(-c2ccccc2)cc1	1%	21%	11%	3%	-25%	2%	20	i	41%

# Further compounds.
SMILES,aSyn rescue,GLP1R inv ag,TDP-43 yeast inh,GLP1R ag,PTHR1 ag,Abeta rescue,D3 antag,pAkt inh,FUS suppressor
CC(=O)Nc1ccccc1OCC(=O)NCCC1=CCCCC1,6%,?,-15%[0.397 µM],7%,-14%,-15%,16,i,23%
CC(Sc1nncn1C)C(=O)NCc1ccc2c(c1)OCO2 (stereo unspecified),3%,2%,4%,2%,-5%,1%,4,i,-9%
O=C(Nc1ccc(-c2nc3cc(Cl)ccc3o2)cc1)c1cc(Br)ccc1Cl,nt,-10%,30%,nt,i,2%,nt,nt,?
CCN(CC(=O)NCC(=O)Nc1ccc(Br)cc1C)Cc1ccccc1,1%,?,-8%,11%,i,-6%,5,i,-2%
Cc1ccc([N+](=O)[O-])cc1S(=O)(=O)NCC1COc2ccccc2O1 (stereo unspecified),?,?,?,-5%,-9%,9%,1,i,3%
CN(c1ccc(C(=O)N/N=C/c2cccc([N+](=O)[O-])c2)cc1)S(=O)(=O)c1ccccc1,0%,?,-12%,8%,-26%,5%,1,i,15%
CC(=O)Nc1c2c(nn1-c1ccccc1C)CS(=O)(=O)C2,12%,4%,-9%,12%,-2%,10%,0,i,-4%
Cc1cc(C)c2nc(N3CCC(C(=O)NCCN4CCOCC4)CC3)sc2c1,4%,-2%,-23%,0%,-18%,-20%,-1,i,?
CSc1ccc(/C=C/C(=O)c2ccc(NC(C)=O)cc2)cc1,4%,-32%,20%,-27%,-15%[57.5 µM],-9%,-11,nt,17%
CC(C)(C)CN1CCN(Cc2cccnc2)CC1CCO (stereo unspecified),-6%,-2%,-5%,-1%,-13%,13%,-2,i,1%
Cc1ccc2c(c1)-c1c(c(C(=O)N3CCN(c4cc(C)ccc4C)CC3)nn1C)CS2,nt,-11%,5%,nt,i,-9%,nt,nt,?
CC(=O)Nc1c(Cl)cc([N+](=O)[O-])c2ccccc12,-1%,9%,5%,-9%,i,4%,8,i,4%
CC(C)CN1C2CCCC1CC(NC(=O)c1ccc([N+](=O)[O-])cc1)C2 (stereo unspecified),-10%,7%,-16%,-1%,-41%[inhibitor],?,-13,i,-9%
CCC(C)NC(=O)CCCn1c(=O)c2cccn2c2ccccc21 (stereo unspecified),nt,18%,0%,nt,i,-5%,nt,nt,-11%
c1ccc(-c2cc(-c3nc(-c4ccccn4)no3)c3ccccc3n2)cc1,0%,15%,3%,4%,-22%[57.5 µM],-9%,-7,i,-13%
Cc1nn(Cc2ccccc2)c(Cl)c1C(=O)OC(C)C#N (stereo unspecified),1%,11%,18%,?,i,26%,11,i,10%
Cc1ccc(S(=O)(=O)CCC(=O)N2CCN(c3ccccc3F)CC2)cc1,6%,-32%,5%,-1%,i,-16%,2,i,9%

# Given with values under each structure: part of the list above.
# Value order: aSyn rescue | GLP1R inv ag | TDP-43 yeast inh | GLP1R ag | PTHR1 ag | Abeta rescue | D3 antag | pAkt inh | FUS suppressor
CC(Sc1nncn1C)C(=O)NCc1ccc2c(c1)OCO2 (stereo unspecified)
  3% | 2% | 4% | 2% | -5% | 1% | 4 | i | -9%
O=C(Nc1ccc(-c2nc3cc(Cl)ccc3o2)cc1)c1cc(Br)ccc1Cl
  nt | -10% | 30% | nt | i | 2% | nt | nt | ?
CCN(CC(=O)NCC(=O)Nc1ccc(Br)cc1C)Cc1ccccc1
  1% | ? | -8% | 11% | i | -6% | 5 | i | -2%
Cc1ccc([N+](=O)[O-])cc1S(=O)(=O)NCC1COc2ccccc2O1 (stereo unspecified)
  ? | ? | ? | -5% | -9% | 9% | 1 | i | 3%

# From PubChem

# Not all compounds are listed. The share of hits here may be higher or lower than overall.
